Mtb UGM inh: blocks M. tuberculosis UGM enzyme | AID 504406 | P9WIQ1 | inhibition, % at 10 µM | purified UGM, fluorescence polarization probe displacement | 0.06% of 320,000 active; in the data active = inhibition above about 10%, passing the limit was not always enough; inconclusive = no clear call, values can overlap the other calls
GDH-TPI counter: counter-screen for M. tuberculosis FBA inhibitors: GDH-TPI coupled enzymes | GDH-TPI coupled enzyme counterscreen, NADH absorbance | inhibition, % at 4.8 µM | 1.2% of 360,000 active;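 note: 0% = DMSO wells and 100% = wells lacking the enzyme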
FadD28 FP inh: M. tuberculosis FadD28 bisubstrate binding inhibition | FadD28 bisubstrate probe binding, fluorescence polarization | inhibition, % at 12.5 µM | 0.22% of 360,000 active | AID 588549; in the data active = inhibition above about 8.5%, passing the limit was not always enough; inconclusive = no clear call, values can overlap the other calls
VHR inh abs: blocks human VHR1 dual specificity phosphatase. AID 1654. P51452. 0.52% of 290,000 active. recombinant VHR phosphatase, pNPP absorbance. inhibition, % at 13.3 µM; in the data active = inhibition above about 50%; note: some compounds called inactive have numbers as strong as hits
Target sequence (P51452 whole entry, looked up): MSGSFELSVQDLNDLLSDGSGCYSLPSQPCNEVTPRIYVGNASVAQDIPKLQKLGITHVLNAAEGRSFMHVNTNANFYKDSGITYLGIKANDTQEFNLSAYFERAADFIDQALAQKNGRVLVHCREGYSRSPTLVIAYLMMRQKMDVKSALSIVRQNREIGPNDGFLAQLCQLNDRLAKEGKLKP
Rv3671c inh: inhibitors of M. tuberculosis serine protease Rv3671c. P9WHR9. inhibition, % at 5.96 µM. 0.048% of 320,000 active; in the data active = inhibition above about 38%;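 note: extracellular domain of Rv3671c used as enzyme; 0% = enzyme with DMSO and 100% = no enzyme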
Target sequence (P9WHR9 whole entry, looked up, the tested form may be a part): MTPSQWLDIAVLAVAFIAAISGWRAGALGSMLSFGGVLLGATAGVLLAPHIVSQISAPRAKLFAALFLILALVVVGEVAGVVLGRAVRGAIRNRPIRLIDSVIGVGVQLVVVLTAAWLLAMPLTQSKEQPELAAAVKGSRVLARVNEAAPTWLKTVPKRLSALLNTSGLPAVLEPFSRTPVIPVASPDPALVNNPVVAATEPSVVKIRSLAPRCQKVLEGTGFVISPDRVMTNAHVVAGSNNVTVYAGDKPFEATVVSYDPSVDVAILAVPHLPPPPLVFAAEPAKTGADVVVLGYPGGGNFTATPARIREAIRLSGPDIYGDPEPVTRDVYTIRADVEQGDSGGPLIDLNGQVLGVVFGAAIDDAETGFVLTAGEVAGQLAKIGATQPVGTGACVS
CCHFV vOTU inh: CCHFV vOTU protease inhibition; Pep-AMC fluorescence; inhibition, % at 11.5 µM; 0.55% of 370,000 active; AID 651958; note: 0% = vehicle wells with enzyme and 100% = no enzyme wells
MazEF act: activators of E. coli MazEF toxin-antitoxin RNase; P0AE70; FAM/BHQ RNA-DNA oligo cleavage fluorescence, 5 h; activation, % at 20 µM; 0.32% of 350,000 active; AID 504720; in the data active = activation above about 50%
Target sequence (P0AE70 whole entry, looked up): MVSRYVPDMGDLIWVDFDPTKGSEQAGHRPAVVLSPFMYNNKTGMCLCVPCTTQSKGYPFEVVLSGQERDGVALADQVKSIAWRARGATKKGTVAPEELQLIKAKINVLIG
BoNT F protease: inhibitors of Botulinum neurotoxin F light chain protease. 0.22% of 360,000 active. inhibition, % at 10 µM. AID 588497. Multiplex microsphere protease cleavage assay, flow cytometry; in the data active = inhibition above about 35%, passing the limit was not always enough; inconclusive = no clear call, values can overlap the other calls; note: plate controls were buffer without enzyme for full effect and enzyme alone for no effect
FBA Mtb inh: inhibitors of M. tuberculosis fructose-bisphosphate aldolase; purified M. tuberculosis FBA, fluorescence read-out; inhibition, % at 1 µM; 2.3% of 360,000 active; in the data active = inhibition above about 27%;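 note: 0% = vehicle and 100% = reference inhibitor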
Target sequence (P9WQA3 whole entry, looked up): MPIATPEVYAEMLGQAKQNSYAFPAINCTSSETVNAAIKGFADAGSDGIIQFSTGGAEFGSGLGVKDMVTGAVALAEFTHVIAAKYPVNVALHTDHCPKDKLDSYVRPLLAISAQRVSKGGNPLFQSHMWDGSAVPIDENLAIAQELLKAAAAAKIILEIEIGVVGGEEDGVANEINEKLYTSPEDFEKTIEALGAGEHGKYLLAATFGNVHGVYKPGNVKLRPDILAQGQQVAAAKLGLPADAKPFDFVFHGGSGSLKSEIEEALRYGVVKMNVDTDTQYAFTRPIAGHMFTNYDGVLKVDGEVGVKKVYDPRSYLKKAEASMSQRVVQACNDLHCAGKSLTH
BioA inh: blocks M. tuberculosis BioA enzyme activity; purified M. tuberculosis BioA enzyme, plate reader; 0.096% of 360,000 active; inhibition, % at 9.99 µM; in the data active = inhibition above about 40%; inconclusive = no clear call, values can overlap the other calls
* hit, by the source's call; u = inconclusive; x = not tested or not shown. Cut-off read from the data, not from the text of the source, unless noted: active = inhibition above about 30%; inactive = the rest.

SMILES | Mtb UGM inh | GDH-TPI counter | FadD28 FP inh | VHR inh abs | Rv3671c inh | CCHFV vOTU inh | MazEF act | BoNT F protease | FBA Mtb inh | BioA inh
COc1ccc(N2CC(O)(c3ccc(OC(F)F)cc3)[N+]3=C2CCCC3)cc1 (configuration not stated) | 1.2 | 0.0 | 0.2 | 18.8 | 1.0 | 13.6 | 3.5 | 0.2 | -1.1 | x
CCCCc1cc(=O)oc2cc(OCC(=O)NC(Cc3c[nH]c4ccc(O)cc34)C(=O)O)ccc12 (configuration not stated) | 0.7 | 7.6 | 0.9 | 20.6 | -6.0 | 5.6 | -1.6 | -1.0 | 4.6 | 1.2
COC(=O)C1=CO[C@@H](C)[C@@H]2CN(CCc3c[nH]c4ccccc34)CC[C@H]12 | 0.3 | 5.6 | -0.6 | x | -0.3 | 2.4 | 14.6 | -8.0 | 0.9 | 0.0
CCOC(=O)c1sc(NS(=O)(=O)c2cc(C)ccc2C)nc1C | 0.8 | 14.3 | -0.3 | 22.8 | 0.9 | 18.2 | -2.0 | 9.0 | -0.1 | 1.1
Cc1ccnc(SCCn2c(Br)nc3c2c(=O)[nH]c(=O)n3C)n1 | 0.3 | 6.9 | 0.9 | 24.4 | -4.7 | 5.9 | -2.7 | 3.2 | 2.0 | -0.2
CC(=NCc1ccc2c(c1)OCO2)C1=C(O)c2ccccc2C1=O | 2.3 | 20.5 | -3.0 | 7.2 | -1.4 | 9.0 | 5.3 | -4.2 | -0.8 | 1.6
CCN(CC)CCCNC(=O)c1sc2nc(-c3ccc(F)cc3)cn2c1C | -0.8 | 6.1 | -3.0 | 12.5 | -0.9 | 13.7 | 2.1 | -6.6 | 1.3 | 1.2
O=C(Nc1ccc2nn(-c3ccccc3)nc2c1)c1cccnc1 | 2.7 | 34.6* | -3.4 | 32.2 | -22.4 | 7.7 | -1.3 | -10.2 | -1.1 | 6.9
CC(C)CC(c1nnnn1C1CCCC1)N1CCN(c2ccccc2F)CC1 (configuration not stated) | 4.7 | 7.1 | -0.4 | -5.0 | -3.1 | 9.0 | 13.3 | 14.4 | 0.6 | -1.5
CCOC(=O)CNC(=O)CSc1nnc(CCc2nc3ccccc3[nH]2)n1C | 0.6 | 2.5 | -0.4 | 16.0 | 2.1 | -11.6 | 12.1 | x | -0.1 | -0.5
Cc1ccc(S(=O)(=O)N2CCOCC2)cc1C(=O)N1c2ccccc2Sc2ccccc21 | -0.5 | 8.6 | 0.2 | 12.1 | 0.9 | 6.9 | 4.0 | -14.5 | 5.3 | -3.9
CC(/C=C/c1ccccc1F)=N\NC(=O)c1ccccc1 | 0.4 | -3.2 | -3.4 | 13.1 | 4.1 | -0.3 | 5.1 | 2.0 | -3.5 | x
O=C(CCc1nc(-c2ccccc2F)no1)NCCN1CCc2ccccc2C1 | -2.3 | 13.1 | -2.3 | 14.1 | 0.2 | x | -3.4 | 2.3 | 2.7 | 4.4
NC(=O)CC[C@@H]1NC(=O)[C@H](CO)NC(=O)c2cc([N+](=O)[O-])cc(I)c2NCCCC[C@@H](C(N)=O)NC(=O)[C@H](Cc2ccc(O)cc2)NC1=O | 1.5 | x | x | 7.6 | -8.2 | x | 2.2 | x | x | x
COc1ccc(CC(=O)NC(=S)Nc2cccc(CO)c2)cc1 | 4.8 | -9.0 | 0.9 | x | -4.0 | -2.3 | 5.3 | x | 1.3 | 0.0
COc1ccc(/C=N/NC(=O)c2cc(-c3ccccc3)nc3ccccc23)c(C(=O)O)c1OC | 0.0 | 7.2 | -4.0 | 1.0 | -14.3 | 13.9 | -2.9 | -21.5 | -2.4 | -1.2
CC(C)(C)C1CCc2c(C(=O)NNC(=O)CCCC(=O)O)csc2C1 (configuration not stated) | -1.4 | 6.1 | -1.3 | -8.4 | -6.3 | -5.8 | -8.1 | -2.8 | -0.6 | 0.5
COC(=O)c1nn(-c2ccc(OC)cc2)c(=O)c2c(N)sc(C)c12 | 1.4 | 13.2 | -1.4 | -11.3 | -16.5 | 6.4 | 6.1 | -2.2 | -1.3 | x
CCC(C)(C)NC(=O)C1CCCN(S(=O)(=O)c2ccc3c(c2)CC(C)N3C(=O)C2CC2)C1 (configuration not stated) | -2.0 | 4.3 | -3.1 | 7.8 | -1.0 | 5.9 | 0.6 | 2.3 | 0.3 | 1.3
O=C1c2ccccc2C(=O)N1CC(O)CNc1ccc(Br)cc1 (configuration not stated) | -1.3 | -1.9 | -3.6 | -0.9 | 1.2 | -12.7 | 13.7 | 1.6 | -0.6 | -0.9
O=C(Nc1sc2c(c1C(=O)NCC(O)CO)CCCC2)c1ccccc1 (configuration not stated) | -0.7 | 4.8 | -0.6 | x | 5.1 | -16.8 | 6.7 | -6.5 | -0.3 | x
CN(Cc1ccc(OC(F)F)cc1)C(=O)/C=C/c1ccc(S(=O)(=O)N2CCOCC2)cc1 | -1.2 | 8.2 | -1.8 | x | 6.2 | 16.8 | -20.5 | 2.9 | -0.3 | -0.2
CCOc1cc2c(cc1OCC)-n1cccc1C(c1cccc(F)c1F)NC2 (configuration not stated) | -1.0 | -2.1 | x | 14.6 | 1.3 | 9.4 | 11.4 | -34.8 | -5.1 | 0.1
COc1cccc(C2=CC(=O)C[C@H](c3ccc4c(c3)OCO4)C2)c1 | -0.1 | 8.4 | -1.9 | x | 2.3 | x | 0.7 | -6.2 | -1.5 | 3.1
CCc1ccc2c(CN3CCOCC3)cc(=O)oc2c1 | 0.3 | 8.4 | -3.9 | 36.0 | 2.9 | -10.4 | -7.8 | -2.1 | 3.9 | 1.6
O=c1c2ccccc2ncn1CCCOc1ccccc1[N+](=O)[O-] | 0.2 | -1.2 | -0.9 | 17.2 | -1.7 | -9.6 | 1.3 | 7.8 | -0.6 | 0.2
Cc1ccc(-c2noc(-c3ccccc3C(=O)N3CCN(C)CC3)n2)cc1 | 0.1 | -3.9 | -5.8 | 12.8 | 7.6 | 9.0 | -2.2 | 1.6 | -1.4 | 0.4
COC(=O)C1=C(c2cccc(C#N)c2)C[C@@H]2CC[C@H]1N2C(=O)NCCOc1ccccc1Cl | 1.4 | -4.9 | -3.2 | x | 4.2 | -1.2 | 12.6 | -3.4 | 1.0 | 0.5
C=CCOc1ccc(/C=N\NC(N)=S)cc1 | 0.2 | 16.8 | 3.3 | -8.6 | -15.8 | -1.4 | 5.8 | -6.5 | -0.3 | 0.2
CC1(NC(=S)Nc2ccc3ccccc3c2)CCS(=O)(=O)C1 (configuration not stated) | 0.9 | 6.2 | -2.5 | 25.7 | -0.5 | 1.3 | 14.5 | x | 4.1 | 1.0
CCOC(=O)N1CCN(C(=S)NC(C)(C)C)CC1 | 0.5 | 12.1 | 0.6 | 16.1 | 1.8 | -0.4 | 0.7 | -4.3 | -0.6 | -1.1
CCNc1nc(OCCNS(=O)(=O)c2cc(C)ccc2C)nc(N(C)C)n1 | -1.9 | 7.5 | -3.3 | 26.1 | 2.1 | -0.7 | 4.2 | -1.2 | 0.3 | x
COc1ccc(NC(=O)Cc2nnc(SCC(=O)NC3CCCCC3)n2C)cc1 | 1.5 | -1.1 | -3.2 | 17.0 | -3.8 | -0.1 | -0.1 | -2.6 | 1.0 | -0.3
Cc1cc(NC(=O)CSc2nc3ccccc3c(=O)n2Cc2ccccc2)no1 | 2.9 | 1.4 | -3.6 | 25.0 | 1.2 | -8.1 | 13.7 | -2.5 | -11.8 | 2.7
CN(C(=O)COc1ncnc2ccc(Br)cc12)C1CCCCC1 | x | 0.0 | -2.9 | x | x | -8.9 | 3.4 | 0.6 | -0.4 | -1.1
O=C(CN1C(=O)COc2ccccc21)Nc1ccccc1F | 1.2 | 8.4 | -1.3 | 6.5 | 0.3 | -0.3 | -3.4 | u | -0.3 | 1.7
O=C(Nc1ncccn1)c1cccs1 | -3.4 | -5.0 | -4.0 | 13.8 | -4.7 | -1.7 | -1.6 | u | -3.9 | 0.7
O=C(CSc1cccc[n+]1[O-])Nc1ccc2c(c1)OCO2 | -0.4 | 9.8 | -3.2 | 26.2 | 4.5 | 10.2 | -2.9 | -17.1 | -0.6 | x
CSc1nc2c(c(=O)[nH]c(=O)n2C)n1Cc1ccc(Cl)cc1 | -6.0 | 5.6 | 0.1 | -15.7 | 6.4 | -5.5 | 1.0 | -4.2 | 1.6 | -0.1
CC1(C)CC(CC(=O)Nc2ccccn2)C(=O)O1 (configuration not stated) | -1.1 | -16.0 | -0.9 | 20.8 | 2.1 | 1.9 | -0.7 | -0.6 | 5.0 | 2.7

A draw from above in order of count of non-hydrogen atoms, falling.
SMILES | Mtb UGM inh | GDH-TPI counter | FadD28 FP inh | VHR inh abs | Rv3671c inh | CCHFV vOTU inh | MazEF act | BoNT F protease | FBA Mtb inh | BioA inh
CN(C(=O)COc1ncnc2ccc(Br)cc12)C1CCCCC1 | x | 0.0 | -2.9 | x | x | -8.9 | 3.4 | 0.6 | -0.4 | -1.1
O=C(CN1C(=O)COc2ccccc21)Nc1ccccc1F | 1.2 | 8.4 | -1.3 | 6.5 | 0.3 | -0.3 | -3.4 | u | -0.3 | 1.7
O=C(Nc1ncccn1)c1cccs1 | -3.4 | -5.0 | -4.0 | 13.8 | -4.7 | -1.7 | -1.6 | u | -3.9 | 0.7

More records:
SMILES | Mtb UGM inh | GDH-TPI counter | FadD28 FP inh | VHR inh abs | Rv3671c inh | CCHFV vOTU inh | MazEF act | BoNT F protease | FBA Mtb inh | BioA inh
O=C(CSc1nc(-c2ccco2)cc(C(F)(F)F)n1)Nc1ccccc1C(F)(F)F | 1.9 | 12.2 | -0.7 | 13.6 | -7.9 | 0.7 | -3.2 | -18.9 | -3.0 | -0.9
CCOC(=O)[C@@H]1[C@H]2COc3ccc(Br)cc3[C@@H]2N2C(=O)N(c3ccc(OC)cc3)C(=O)[C@]12C | 0.1 | 14.7 | -1.9 | 20.5 | 4.3 | x | -1.5 | -0.8 | 2.6 | -0.2
O=C(OCC(=O)N1CCN(c2ccccc2)CC1)c1cccs1 | -0.3 | -2.1 | 0.8 | x | 2.3 | -0.5 | 9.2 | 6.4 | -3.4 | 1.1
COc1ccc(NC(=O)c2cc(C3CCCCN3S(C)(=O)=O)on2)c(C)c1 (configuration not stated) | x | 11.9 | -0.7 | x | x | 12.4 | x | -2.2 | 2.1 | -0.2
O=C(CSc1ccc2nnc(-c3cccnc3)n2n1)c1ccccc1 | -2.2 | 25.6 | -2.3 | 18.8 | 4.6 | 10.3 | -10.6 | -4.2 | 6.2 | x
N#Cc1ccc(Cl)cc1NC(=O)CNc1cccc(S(=O)(=O)N2CCCC2)c1 | x | -9.2 | -4.2 | x | x | 5.4 | 3.2 | -3.0 | -1.7 | -0.6
CCCCOc1ccc(C(=O)Nc2ccc(S(=O)(=O)Nc3onc(C)c3C)cc2)cc1 | -0.1 | -0.3 | -0.4 | 2.5 | 1.7 | 14.4 | x | 3.3 | -0.3 | -0.5
Cc1ccc(S(=O)(=O)NC2CC2)s1 | 2.7 | 0.0 | 0.4 | 16.3 | -2.4 | 10.4 | 3.7 | 3.5 | 2.0 | -1.7
CCOC(=O)c1ccc(NC(=O)c2cccc(S(=O)(=O)N3CCOCC3)c2)cc1 | 2.3 | 10.3 | -2.0 | 18.8 | -10.3 | 2.4 | 2.5 | -6.5 | 0.7 | 1.7
O=C(COc1ccc(C(=O)NCc2cccnc2)cc1)Nc1cccc(C(F)(F)F)c1 | -2.7 | -2.5 | -1.1 | x | -3.5 | -4.6 | 6.8 | -6.5 | 0.4 | -0.8
COc1ccc(C2C(C#N)=C(C)NC(C)=C2C#N)c(OC)c1 | -0.8 | 1.2 | -4.7 | -0.5 | 0.5 | -1.8 | -0.8 | -6.0 | 0.6 | x
COc1ccc(N2CCN(S(=O)(=O)c3c(C)nc4sccn4c3=O)CC2)cc1 | 0.5 | 19.6 | -1.1 | 5.5 | -6.2 | 12.2 | 8.5 | -13.4 | 1.1 | -0.3

Filtered by structure, those above with a CF3 group
SMILES | Mtb UGM inh | GDH-TPI counter | FadD28 FP inh | VHR inh abs | Rv3671c inh | CCHFV vOTU inh | MazEF act | BoNT F protease | FBA Mtb inh | BioA inh
O=C(CSc1nc(-c2ccco2)cc(C(F)(F)F)n1)Nc1ccccc1C(F)(F)F | 1.9 | 12.2 | -0.7 | 13.6 | -7.9 | 0.7 | -3.2 | -18.9 | -3.0 | -0.9
O=C(COc1ccc(C(=O)NCc2cccnc2)cc1)Nc1cccc(C(F)(F)F)c1 | -2.7 | -2.5 | -1.1 | x | -3.5 | -4.6 | 6.8 | -6.5 | 0.4 | -0.8

Source: PubChem
